# Rev-erbA mod – modulators of Rev-erb alpha DNA binding, primary screen, biochemical, FITC-DNA, fluorescence polarization, uHTS; Nuclear receptor subfamily 1 group D member 1 (Homo sapiens), P20393; Rev-erbα–FITC-DNA binding, 90 min; activity, % at 10 µM; 370,000 compounds, 0.79% hits; AID 1259318, 2017;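 active = activity above about 14%, limit read from the data; passing the limit was not always enough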;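 note: 0% = DMSO wells with 35 nM protein and 100% = DMSO wells with 750 nM protein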
# Target sequence (P20393 whole entry, looked up): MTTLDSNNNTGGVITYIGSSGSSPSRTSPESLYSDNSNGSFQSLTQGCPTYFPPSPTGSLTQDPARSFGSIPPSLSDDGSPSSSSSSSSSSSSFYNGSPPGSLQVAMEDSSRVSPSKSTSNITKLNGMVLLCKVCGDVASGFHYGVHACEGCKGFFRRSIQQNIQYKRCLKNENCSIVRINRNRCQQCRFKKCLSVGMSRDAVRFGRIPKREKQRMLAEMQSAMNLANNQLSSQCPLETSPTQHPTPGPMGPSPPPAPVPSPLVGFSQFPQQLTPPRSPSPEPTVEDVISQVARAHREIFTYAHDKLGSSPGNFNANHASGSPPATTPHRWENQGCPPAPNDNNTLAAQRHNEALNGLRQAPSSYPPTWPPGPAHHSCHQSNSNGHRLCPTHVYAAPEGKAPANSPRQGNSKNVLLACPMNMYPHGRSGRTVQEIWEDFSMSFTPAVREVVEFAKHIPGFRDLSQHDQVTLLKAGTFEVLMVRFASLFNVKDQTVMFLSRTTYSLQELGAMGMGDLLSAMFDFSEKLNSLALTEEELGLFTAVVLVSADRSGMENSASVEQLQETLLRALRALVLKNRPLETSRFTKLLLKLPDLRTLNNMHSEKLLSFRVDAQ
# PG9 binder – binders of HIV-1 gp120 antibody PG9, primary screen, biochemical, TR-FRET. 360,000 compounds, 0.43% hits. inhibition, % at 6.7 µM. AID 624416, 2012. TR-FRET gp120-PG9 antibody binding. HIV-1 gp120 / PG9 antibody interaction; in the data active = inhibition above about 8.5%
# GAA850 FXN act – FXN promoter activators, primary screen, cell-based, luciferase luminescence, HEK293 lucGAA850. 360,000 compounds, 0.56% hits. AID 540364, 2011. activation, % at 6 µM. HEK293 lucGAA850 FXN promoter luciferase reporter, 24 h; percent of 10 µM SAHA response;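 active = activation above the average of all compounds screened plus 3 SD, cutoff fixed separately per campaign, cut at about 7.5% in these data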;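 note: 0% = DMSO wells and 100% = 10 µM SAHA wells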
# HGIII-sPLA2 inh – human group III sPLA2 inhibitors, primary screen, biochemical, QFRET, BODIPY PC-A2 liposome substrate; Group 3 secretory phospholipase A2 (Homo sapiens), Q9NZ20; QFRET BODIPY PC-A2 liposome hydrolysis, fluorescence; inhibition, % at 12.2 µM; 370,000 compounds, 0.56% hits; AID 743126, 2013;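 active = inhibition above mean plus 3 SD of compounds lying within the high and low control bounds, cut at about 19% in these data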;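 note: 0% = median of test compound wells and 100% = no enzyme DMSO wells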
# SMARCA2 act – SMARCA2 (BRM) function activators, primary screen, cell-based, luminescence, high throughput. MG213 cells, MMTV-luciferase reporter, dexamethasone, overnight. 370,000 compounds, 1% hits. activation, % at 9.1 µM; in the data active = activation above about 7.8%;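 note: 0% = vehicle wells and 100% = reference activator wells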
# hgDAF12 agonist – H. glycines DAF-12 receptor agonists, primary screen, cell-based, luminescence, HEK293, GAL4 fusion, UAS-luciferase. AID 687014, 2013. activation, % at 6.8 µM. HEK293 GAL4-hgDAF12 UAS-luciferase reporter, agonist luminescence; normalized to butyrate control. 370,000 compounds, 1.8% hits. Nuclear hormone receptor DAF-12 (Heterodera glycines), GAL4 fusion;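 active = activation above a cutoff set at the mean of all screened compounds plus 3 SD, cut at about 10% in these data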;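 note: 0% = DMSO wells and 100% = sodium butyrate wells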
# ssDAF12 agonist – S. stercoralis DAF-12 nuclear receptor activators, primary screen, cell-based, luminescence, HEK293, GRIP1 co-expression, lit1-tk-luc | Nuclear hormone receptor DAF-12 (Strongyloides stercoralis) | HEK293 ssDAF-12/GRIP1 lit1-tk-luc reporter; % of 3 µM dafachronic acid response | activation, % at 6.8 µM | 370,000 compounds, 1% hits | AID 652126, 2013;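 active = activation above the mean over all tested compounds plus 3 SD, cut at about 0.9% in these data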;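 note: 0% = DMSO-only wells and 100% = 3 µM delta7-dafachronic acid wells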
# DAX1 inh-1 – DAX1 (NR0B1) inhibitors, primary screen, cell-based, HEK293, Gal4-DAX1, luciferase luminescence | Nuclear receptor subfamily 0 group B member 1 (Homo sapiens), P51843 | HEK293 Gal4-DAX1 luciferase reporter | inhibition, % at 6.75 µM | 340,000 compounds, 0.99% hits | AID 504766, 2011;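 active = inhibition above the mean over all tested compounds plus 3 SD, cut at about 4.2% in these data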;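 note: 0% = DAX1-transfected cells with DMSO and 100% = empty-vector control cells with DMSO; inhibition shows as a rise in luminescence from relieved DAX1 repression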
# Target sequence (P51843 207-470 limits assumed): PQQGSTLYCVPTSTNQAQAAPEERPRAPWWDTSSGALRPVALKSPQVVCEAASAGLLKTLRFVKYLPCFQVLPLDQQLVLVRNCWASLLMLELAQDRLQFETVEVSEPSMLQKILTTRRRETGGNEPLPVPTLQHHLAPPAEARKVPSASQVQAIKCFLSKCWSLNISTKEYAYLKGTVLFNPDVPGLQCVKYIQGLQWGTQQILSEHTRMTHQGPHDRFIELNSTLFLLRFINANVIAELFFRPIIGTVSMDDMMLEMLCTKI
# hcDAF12 agonist – H. contortus DAF-12 nuclear receptor activators, primary screen, cell-based, luminescence, HEK293, lit1-tk-luc reporter; activation, % at 6.8 µM; HEK293 hcDAF-12 lit1-tk-luc reporter; 0% DMSO, 100% Δ7-dafachronic acid; 370,000 compounds, 1.4% hits; AID 652067, 2013;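 active = activation above the mean of all tested compounds plus 3 SD, cut at about 5.5% in these data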;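 note: 100% = response to 3 µM Δ7-dafachronic acid high control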
# DAX1 inh-2 – DAX1 (NR0B1) inhibitors on StAR promoter, primary screen, cell-based, luminescence, SF-1 (NR5A1), full-length DAX-1; HEK293T StAR-luciferase reporter, SF-1/DAX-1 repression relief; inhibition, % at 6.8 µM; 370,000 compounds, 1.1% hits; AID 652010, 2013;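 active = inhibition above the mean over all tested compounds plus 3 SD, cut at about 3.6% in these data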;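 note: 0% = DAX-1 cells with DMSO and 100% = cells lacking DAX-1 with DMSO; higher inhibition means more luminescence from relief of DAX-1 repression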
# PLC-beta3 inh – human PLC-beta3 inhibitors, primary screen, biochemical, fluorescence. 1-phosphatidylinositol 4,5-bisphosphate phosphodiesterase beta-3 (Homo sapiens), Q01970. inhibition, % at 12.2 µM. Purified PLC-beta3, fluorogenic substrate. 370,000 compounds, 0.18% hits; in the data active = inhibition above about 11%;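 note: 0% = median of compound wells on plate and 100% = full blocker control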
# Numbers without * were called inactive; . = no result given. Rows are unselected. About 7% of those tested had a hit in this group.
SMILES,Rev-erbA mod,PG9 binder,GAA850 FXN act,HGIII-sPLA2 inh,SMARCA2 act,hgDAF12 agonist,ssDAF12 agonist,DAX1 inh-1,hcDAF12 agonist,DAX1 inh-2,PLC-beta3 inh
CN(C)c1ccc(NC(=O)Oc2ccccc2)cc1,6,0.3,2.9,8,6,1.6,0.2,1.9,2.4,0.2,2
COc1cc(-c2nc3ccccn3c2/N=C/c2ccc(F)cc2)ccc1O,1,-19,1.9,-1,0,1.2,-1.4,-0.4,0.0,0.0,-162
Cc1ccc(-c2cc(C(F)(F)F)nc(SCC(=O)c3cccc([N+](=O)[O-])c3)n2)cc1,4,-0.9,0.7,4,-2,0.6,-1.4,0.1,0.6,0.1,0
CCCc1ccc2oc(C(=O)NCCc3cnn(C)c3)c(C)c2c1,7,-1.3,5.4,-7,3,8.6,0.0,2.3,3.1,3.5,-11
O=C(Nc1cccc([N+](=O)[O-])c1)c1cc(S(=O)(=O)Nc2ccccn2)ccc1Cl,1,-0.2,0.5,-11,-5,-3.1,-1.1,-0.1,-0.3,-1.4,-9
CCOC(=O)c1c(NC(=S)Nc2ccc(Cl)cc2)sc(C)c1C,2,0.1,-0.8,2,-2,0.8,-1.3,-0.2,3.0,1.5,-3
CC(=O)N1CCN(c2c(F)c(F)c(C(F)(F)F)c(F)c2F)CC1,11,1.9,1.9,2,2,-3.3,-1.8,0.2,-2.9,-0.2,1
COc1ccc(Cl)cc1S(=O)(=O)N1CCN(C(=O)c2n[nH]c(=O)c3ccccc23)CC1,-8,0.2,-3.9,1,4,-3.2,-1.3,-1.8,-1.6,-0.7,4
C=C(C)C1CC=C(C)/C(=N/NC(=O)COc2ccccc2C)C1 (configuration not stated),-1,-1.7,0.5,-2,-2,0.6,-1.4,-0.5,-1.9,0.1,0
O=C(NCCc1ccc(F)cc1)c1ccncc1,0,-0.6,0.8,2,-1,0.5,-0.7,0.1,-1.7,1.8,-2
C#CCOn1c(-n2nc(C)cc2C)nc2ccccc2c1=O,-5,-0.9,0.8,11,-3,-1.8,-0.8,-0.7,1.3,-0.2,-3
CCOc1cc(C(=O)NC(C)Cc2cccs2)cc(OCC)c1OCC (configuration not stated),-2,0.2,-0.5,2,0,-0.4,-1.8,-0.2,-0.2,-0.3,-3
Cc1cc(S(=O)(=O)NCC(C)C)ccc1OCC(=O)NCc1ccccn1,4,1.1,0.7,-3,-2,-2.6,-1.1,-0.1,-2.8,0.1,2
Cc1ccc(CN2CCCCC(NC(=O)Nc3ccccc3)C2=O)cc1 (configuration not stated),1,.,.,0,-2,8.0,-1.1,.,0.5,-1.7,0
Cc1ccccc1Nc1ncnc2c1cnn2C,2,-0.9,2.1,5,1,0.5,-1.5,3.8,-2.5,-0.6,-3
COc1ccccc1-c1cc(C(=O)N2CCOCC2)no1,0,-1.2,3.5,2,4,17*,-0.4,2.5,2.6,1.9,1
O=C1[C@H]2[C@@H](c3ccccc3)N[C@]3(CCCN(Cc4ccccc4)C3=O)[C@H]2C(=O)N1Cc1ccccc1,0,2.0,-6.6,-7,-3,-0.4,-1.1,-0.8,-0.2,0.0,2
Cc1ccc(S(=O)(=O)NCCC(c2ccccc2)c2ccccc2)cc1C(=O)O,2,-0.2,-1.4,-22,4,3.3,-0.8,0.9,1.4,0.7,-6
COc1cc(C)cc(CN2CCC(Cc3ccccc3)CC2)c1O,-1,0.9,1.1,-13,0,1.0,-1.3,0.3,-1.4,-0.2,-6
O=C(COc1ccccc1)N1CCN(C(=O)c2ccco2)CC1,-3,-1.3,-1.7,-7,-2,-0.9,-1.8,0.9,-0.2,-0.7,3
Cc1c(C)c2ccc(OCC(=O)NCCc3c[nH]c4ccccc34)c(C)c2oc1=O,1,-1.9,1.8,-26,0,-4.5,-1.9,-0.1,-0.8,0.1,3
C=CCNC(=S)NC(=O)c1csc([N+](=O)[O-])c1,-1,-2.3,1.4,8,-3,0.4,-1.1,1.2,-0.3,0.1,-8
Cc1cc(C2C(=O)c3ccccc3C2=O)c(C)c(C)c1C,2,-3.0,-0.4,-11,-2,-1.6,-1.2,-0.2,1.8,-0.4,-8
COc1ccc(C2CC(c3ccccc3)=NN2C(=O)COC(=O)c2cccc(S(=O)(=O)N3CCOCC3)c2)cc1 (configuration not stated),7,0.9,3.2,6,0,-0.1,-0.2,-0.7,-0.3,-0.4,0

# Ordered by value in Rev-erbA mod (highest first): 3 from the list above
smiles,Rev-erbA mod,PG9 binder,GAA850 FXN act,HGIII-sPLA2 inh,SMARCA2 act,ssDAF12 agonist,DAX1 inh-1,hcDAF12 agonist,DAX1 inh-2,PLC-beta3 inh
Cc1cc(C2C(=O)c3ccccc3C2=O)c(C)c(C)c1C,2,-3.0,-0.4,-11,-2,-1.2,-0.2,1.8,-0.4,-8
Cc1ccc(CN2CCCCC(NC(=O)Nc3ccccc3)C2=O)cc1 (configuration not stated),1,.,.,0,-2,-1.1,.,0.5,-1.7,0
C=CCNC(=S)NC(=O)c1csc([N+](=O)[O-])c1,-1,-2.3,1.4,8,-3,-1.1,1.2,-0.3,0.1,-8

# Later entries:
SMILES,Rev-erbA mod,PG9 binder,GAA850 FXN act,HGIII-sPLA2 inh,SMARCA2 act,hgDAF12 agonist,ssDAF12 agonist,DAX1 inh-1,hcDAF12 agonist,DAX1 inh-2,PLC-beta3 inh
O=C(NCc1ccccn1)c1cc(Br)ccc1Cl,0,-1.1,1.8,1,3,-2.2,-0.8,-0.3,-1.1,-0.2,1
CSc1ccccc1N=Cc1nc(-c2ccccc2)oc1O,-2,2.2,-1.0,-2,1,3.5,-0.7,0.3,0.4,0.0,-5
c1ccc(-c2cnc(CSc3ncnc4sccc34)o2)cc1,3,0.4,0.7,-2,1,0.4,-1.2,1.1,-1.5,0.2,-9
COc1ccc(NC(=O)CN2CCN(CC(=O)Nc3ccccc3Cl)CC2)cc1Cl,-7,1.2,1.6,-5,-1,-0.4,-0.8,-0.3,2.2,-0.7,-3
CC(CCc1ccccc1)NC(=O)c1cnc(Cl)c(Cl)c1 (configuration not stated),-2,-0.6,-1.4,-1,1,2.5,0.7,0.8,6.2*,-0.4,4
Cc1ccc(NC(=O)CC(O)(C(F)(F)F)C(F)(F)F)cc1,-2,-0.8,-0.4,5,3,-0.4,-1.2,3.8,-0.5,-0.6,8
CCc1c(C(=O)C(C)O)c2n3c1CCC[C@@H]3CC2 (some centres not stated),0,.,.,1,.,2.7,0.0,.,-0.1,.,-8
Cc1noc(C)c1S(=O)(=O)NC1CCCc2ccccc21 (configuration not stated),1,-0.1,-0.7,-3,-1,0.7,0.0,1.3,-0.1,1.3,2
COc1ccccc1/C=C/C(=O)OCCN1C(=O)c2ccccc2C1=O,-2,-2.1,-0.2,-2,-1,0.2,-1.7,0.9,0.5,0.4,-4
Cc1[nH]n(C(N)=S)c(=O)c1N=Nc1ccc([N+](=O)[O-])cc1Cl,24,-0.6,-0.6,9,5,3.7,-0.9,2.4,-0.7,-0.7,-22
O=[N+]([O-])c1ccc(C(=S)N2CCCC2)cc1,8,-0.8,2.5,0,-2,2.1,-1.3,-0.7,-2.5,0.5,-3
OCCNc1nc2ccccc2n1CCN1CCCCC1,-4,-1.3,3.5,0,-1,-0.9,-1.0,0.1,-2.4,0.6,0
O=C(CN1CCN(Cc2ccccc2F)CC1)Nc1ccccc1Cl,0,-0.5,5.2,-3,-3,-0.8,-0.9,1.3,-2.8,0.0,-6
CCOC(=O)/C(C#N)=C(/C)c1ccc(OC)cc1,4,1.3,1.7,-3,-4,0.0,-1.0,-1.7,-0.5,-0.1,-3
N#CC1C(=N)Cc2ccccc2-c2ccccc21 (configuration not stated),7,-2.5,-2.3,-42,-5,-0.3,-1.3,2.5,-0.7,-2.2,-3
Cc1ccc(CNc2cc(C(=O)O)ccc2Cl)s1,-3,-2.1,-1.1,-9,2,-1.5,-0.6,1.6,0.0,0.1,-14
Cc1cc2nc(SCC(=O)Nc3nonc3C)c3c(c2cc1C)CCCC3,103*,0.8,1.9,2,-2,-0.4,-0.2,-0.6,-1.5,-0.4,1
COc1ccc(NC(=O)c2cccnn2)cc1,2,-0.2,3.2,4,4,6.2,-0.3,-0.5,-0.6,0.0,2
O=C(O)c1cccc(-c2csc(C(O)c3cccc(Cl)c3)n2)c1 (configuration not stated),-6,0.7,0.9,-9,4,3.1,-0.3,.,-0.3,2.5,-12
COC(/C=C/Nc1ccc(C)c(C)c1)=C(C#N)C#N,-4,0.9,1.0,1,0,1.8,-0.2,2.9,1.8,0.7,-2
COc1ccc(Cl)cc1NC(=O)CCNC(=O)OCc1ccccc1,1,0.2,1.7,8,2,-3.0,-0.9,-1.4,-0.7,-0.9,-7
O=C(NCCc1ccccc1)N1c2ccccc2Sc2ccccc21,2,0.2,-0.1,-1,-2,-1.2,-1.3,-0.8,-2.7,-1.1,0
O=[N+]([O-])c1ccc(C2=NN(c3ccccc3)C(c3ccco3)C2)cc1 (configuration not stated),1,1.0,0.8,14,2,4.3,-0.3,6.4*,0.0,0.2,-17
CC1(C(=O)NCCOc2ccccc2Cl)CC1(Cl)Cl (configuration not stated),0,-2.1,0.2,2,2,-0.1,-1.7,0.3,-0.8,-0.2,-5
COc1ccc2nc(-c3ccc(N)cc3)[nH]c2c1,2,-7.6,-8.5,2,-5,-3.2,-1.7,-2.2,-5.4,0.1,-112
CCN1CCN(S(=O)(=O)c2ccc(Br)s2)CC1,-1,-3.0,0.6,0,5,0.4,-1.3,0.2,-0.3,-0.7,4
CC(=O)Nc1ccc(NC(=O)C(C)OC(=O)C2CCN(S(=O)(=O)c3ccccc3C(F)(F)F)CC2)cc1 (configuration not stated),-1,1.1,0.8,-6,-3,-0.4,-0.5,-0.3,0.3,1.3,-7
